Source: PubChem
TbMetRS inhib – T. brucei MetRS inhibitors, primary screen, biochemical, luminescence | methionyl-tRNA synthetase (Trypanosoma brucei brucei) | purified T. brucei MetRS, ATP depletion, Kinase-Glo luminescence | inhibition, % at 11.9 µM | 360,000 tested, 0.4% active;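 active = inhibition above a per-plate cutoff of the control wells' mean inhibition plus 3 SD, cut at about 5.5% in these data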;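 note: 0% = DMSO wells median and 100% = median of wells with control inhibitor compound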
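Dosing: 11.9 µM single point; system: parasite MetRS enzyme; technique: luminescence of leftover ATP; times: 15 min enzyme-compound preincubation, 2 h reaction, 10 min detection, 25 °C; replicates: each compound tested once; read-out basis: percent inhibition relative to median high and low control wells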
FAS-TE inh – FAS thioesterase domain inhibitors, primary screen, biochemical, fluorescence intensity, uHTS | inhibition, % at 15 µM | Fatty acid synthase (Homo sapiens), P49327 | 360,000 tested, 0.67% active | recombinant FAS-TE, OMFH fluorogenic substrate, fluorescence endpoint;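 active = compounds whose normalised, plate-corrected inhibition of enzyme fluorescence in the single-dose primary screen is 50% or more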;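 note: 0% = DMSO with enzyme and 100% = substrate without enzyme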
E coli Lon inh – inhibitors of E. coli Lon protease, primary screen, biochemical, fluorescence polarization. inhibition, % at 7.94 µM. P0A9M0. 360,000 tested, 0.42% active. purified E. coli Lon protease; in the data active = inhibition above about 13%, passing the limit was not always enough;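 note: 0% = enzyme with probe and DMSO and 100% = no enzyme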
MsrA act – bovine MsrA enzyme activators, primary screen, biochemical, absorbance, HTS; Methionine sulfoxide reductase A (Bos taurus); purified bovine MsrA, absorbance read-out; activation, % at 10.6 µM; 360,000 tested, 0.3% active; in the data active = activation above about 7.5%;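 note: 0% = vehicle and 100% = reference activator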
PABP1 MLLE inh – inhibitors of PABP1 MLLE–PAM2 peptide binding, primary screen, biochemical, fluorescence polarization, FITC-PAM2, GST-MLLE; Polyadenylate-binding protein 1 (Homo sapiens), P11940; inhibition, % at 20 µM; 360,000 tested, 0.36% active; in the data active = inhibition above about 35%, passing the limit was not always enough;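 note: plate controls were DMSO wells with GST-MLLE for no effect and wells lacking GST-MLLE protein for full effect; some results filed as inactive read as strong as hits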
Target sequence (P11940 whole entry, looked up): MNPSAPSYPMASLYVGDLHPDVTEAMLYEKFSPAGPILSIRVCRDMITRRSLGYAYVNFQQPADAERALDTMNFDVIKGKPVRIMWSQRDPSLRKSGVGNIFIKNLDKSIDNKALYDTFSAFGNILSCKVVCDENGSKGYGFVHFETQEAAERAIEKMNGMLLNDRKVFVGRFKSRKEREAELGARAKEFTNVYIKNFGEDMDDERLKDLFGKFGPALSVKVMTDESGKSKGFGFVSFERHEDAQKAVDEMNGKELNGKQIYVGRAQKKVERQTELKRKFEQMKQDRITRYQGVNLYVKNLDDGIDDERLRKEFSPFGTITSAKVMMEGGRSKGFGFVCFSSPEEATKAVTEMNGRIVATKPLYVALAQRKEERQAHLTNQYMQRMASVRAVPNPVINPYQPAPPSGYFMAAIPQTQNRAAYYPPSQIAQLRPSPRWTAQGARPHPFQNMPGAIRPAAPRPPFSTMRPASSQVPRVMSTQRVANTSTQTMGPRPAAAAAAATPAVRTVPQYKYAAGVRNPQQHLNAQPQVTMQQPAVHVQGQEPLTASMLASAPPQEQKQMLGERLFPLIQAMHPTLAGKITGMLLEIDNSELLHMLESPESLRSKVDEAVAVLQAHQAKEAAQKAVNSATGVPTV
MsrA inhibitor – bovine MsrA enzyme inhibitors, primary screen, biochemical, absorbance, HTS | Methionine sulfoxide reductase A (Bos taurus) | purified bovine MsrA, absorbance read-out | inhibition, % at 15.5 µM | 360,000 tested, 0.75% active; in the data active = inhibition above about 4.5%;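 note: 0% = vehicle wells with enzyme and 100% = reference inhibitor wells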
Rin1-Abl PPI inh – inhibitors of Rin1-Abl protein binding, primary screen, biochemical, TR-FRET | inhibition, % at 7.35 µM | 360,000 tested, 0.4% active | AID 588664, 2011 | Tyrosine-protein kinase ABL1 (Homo sapiens) + Ras and Rab interactor 1 (Homo sapiens), …; in the data active = inhibition above about 5%, passing the limit was not always enough
Neddyl block – inhibitors of cullin neddylation, primary screen, biochemical, TR-FRET, uHTS, NAE and Ubc12; 360,000 tested, 0.58% active; NEDD8-conjugating enzyme Ubc12 (Homo sapiens) + NEDD8-activating enzyme E1 regulatory …; AID 651699, 2012; calls only at 25 µM; in the data active = inhibition above about 36%
CSN inh – inhibitors of CSN-mediated cullin deneddylation, primary screen, biochemical, fluorescence polarization, uHTS; COP9 signalosome complex subunit 5 (Homo sapiens), Q92905; Purified CSN, SCF-Nedd8-OG deneddylation; inhibition, % at 12.5 µM; 360,000 tested, 0.38% active;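 active = pattern-corrected inhibition above about 35%, with an unprinted fluorescence ratio check between 0.5 and 1.5, limit read from the data, passing the limit was not always enough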;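 note: 0% = enzyme with substrate and 100% = substrate without enzyme; some results filed as inactive read as strong as hits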
Target sequence (Q92905 whole entry, looked up, one chain of several): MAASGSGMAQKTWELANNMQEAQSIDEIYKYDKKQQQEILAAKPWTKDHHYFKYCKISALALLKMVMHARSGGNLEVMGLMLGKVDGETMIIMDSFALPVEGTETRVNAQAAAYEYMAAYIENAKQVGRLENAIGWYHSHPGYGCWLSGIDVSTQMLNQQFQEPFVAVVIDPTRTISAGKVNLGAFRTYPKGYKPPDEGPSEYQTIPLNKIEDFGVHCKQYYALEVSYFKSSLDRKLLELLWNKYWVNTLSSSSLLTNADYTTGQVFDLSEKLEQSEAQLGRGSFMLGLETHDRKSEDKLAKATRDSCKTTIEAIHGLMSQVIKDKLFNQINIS
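Material: human Csn5 produced in HEK293T cells; Input: enzyme 0.24 nM; Reagent: SCFSkp2-Nedd8OG substrate at 10 nM final; Dosing: 12.5 µM compound; Incubation: 90 min reaction at room temperature; Detection: fluorescence polarization of the substrate; Evaluation: % inhibition of substrate cleavage by Csn5; Control set: substrate-only high control, full reaction low control.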
The depositor's hits bear a star; i = inactive; / = no result given.

SMILES	TbMetRS inhib	FAS-TE inh	E coli Lon inh	MsrA act	PABP1 MLLE inh	MsrA inhibitor	Rin1-Abl PPI inh	Neddyl block	CSN inh
CN1CCN(Cc2c(O)ccc3occ(C(=O)c4ccccc4)c23)CC1	-0.4	-5	-14	-5	-11	-0.2	6	i	-7
O=C1C(O)CCN1Cc1ccccc1 (stereo not drawn)	-0.4	-10	1	-4	1	-0.3	0	i	5
CC(C)c1ccc(S(=O)(=O)c2cc3cc(Br)ccc3oc2=O)cc1	-0.2	-8	-11	-1	-77	-0.1	2	i	-10
COC[C@H]1CCCN1c1ccc2c(c1)O[C@@H](COCc1ccccc1)CN([C@H](C)c1ccccc1)S2(=O)=O	-1.4	18	-3	-10	/	0.3	/	i	1
CCn1c(SCC(=O)N2CCc3ccccc32)nnc1-c1c[nH]c2ccccc12	0.6	0	3	0	-4	0.8	-3	i	-3
COc1cc(OC)c(OC)cc1/C=N/Nc1ccc(Cl)nn1	-0.4	1	-3	-5	10	1.3	-4	i	4
Cc1cccc(NC(=O)C2(c3ccccc3)CCOCC2)c1	-0.5	-5	-11	-4	-2	-0.2	1	i	-1
CCOC(=O)c1ccc(OC(=O)CCCCCN=C(N)N)cc1	-0.2	/	-9	1	6	-0.5	0	i	-4
CN(C)C(CNC(=O)c1cccc(S(=O)(=O)Nc2ccccc2Cl)c1)c1ccco1 (stereo not drawn)	-0.1	-6	-11	-1	7	0.4	5	i	-1
COC(=O)COc1ccc(/C=C2/NC(=O)N(CC(=O)OC)C2=O)cc1	-0.4	-6	3	-4	12	5.5*	-5	i	1
COc1ccccc1N(C)S(=O)(=O)c1ccc(C(=O)O)cc1	0.0	-3	3	-1	-7	-0.1	-2	i	2
CC(=O)Nc1ccc(NC(=O)CS(=O)(=O)c2cn(CC(=O)N3CCCCC3)c3ccccc23)cc1	0.2	-3	-7	-2	8	0.6	5	i	1
N#C/C(=C\c1ccc(N2CCCCC2)c([N+](=O)[O-])c1)c1nn(-c2ccccc2)c(N)c1C#N	-0.9	-1	0	-9	-6	-1.9	-2	i	-12
Cc1cc2nc(Cl)c(Cl)nc2cc1C	-1.0	0	12	-10	9	-1.5	-2	i	2
COc1cc(C)ccc1S(=O)(=O)NC(=O)Cn1nnc(COc2ccc3c(c2)CCCC3)c1C	-0.2	-10	-4	3	17	-1.1	-2	i	1
Cc1nc(C)n(C(C)CNC(=O)c2cccc(Br)c2)n1 (stereo not drawn)	-0.2	-6	-4	-5	-2	0.5	-1	i	-3
COc1ccc(C(=O)n2ncc(C#N)c2N)cc1	-0.8	-4	6	-7	-2	-2.1	-2	i	2
C/C=C(\C)CN1CCN(c2cc(C)ccc2C)CC1	-0.5	-2	-1	4	2	0.3	0	i	5
CN(C)CCNC(NC(=O)c1cccs1)C(Cl)(Cl)Cl (stereo not drawn)	-0.6	-15	-1	-5	-2	-0.9	2	i	-3
COc1ccc(C(=O)NC(C)c2csc(C)n2)cc1OC1CCN(C(C)=O)CC1 (stereo not drawn)	0.2	-5	16	-3	11	-0.5	2	i	2
CN1CCN(C(=O)Cn2c(=O)oc3cc(S(=O)(=O)NCc4ccccc4)ccc32)CC1	-0.7	-3	0	2	-5	-0.2	1	i	3
Cc1ccc(N2C(=O)C3C4CCC(O4)C3C2=O)c(OC(F)F)c1 (stereo not drawn)	-0.7	-2	4	-10	8	0.2	-2	i	1
COC(=O)c1cc(NS(=O)(=O)c2ccc(NC(C)=O)cc2)cc(C(=O)OC)c1	0.6	-1	-2	0	-8	-1.0	2	i	0
Cc1c(C(=O)Nc2cccnc2Cl)oc2ccccc12	-0.3	-3	-18	-1	24	-1.6	1	i	-4
O=C1CSC(=S)N1N=Cc1ccccc1O	-0.3	2	-39	1	20	0.6	-1	i	2

Brought forward from above: 5 entries, then new ones.
SMILES	TbMetRS inhib	FAS-TE inh	E coli Lon inh	MsrA act	PABP1 MLLE inh	MsrA inhibitor	Rin1-Abl PPI inh	Neddyl block	CSN inh
CN1CCN(C(=O)Cn2c(=O)oc3cc(S(=O)(=O)NCc4ccccc4)ccc32)CC1	-0.7	-3	0	2	-5	-0.2	1	i	3
Cc1ccc(N2C(=O)C3C4CCC(O4)C3C2=O)c(OC(F)F)c1 (stereo not drawn)	-0.7	-2	4	-10	8	0.2	-2	i	1
COC(=O)c1cc(NS(=O)(=O)c2ccc(NC(C)=O)cc2)cc(C(=O)OC)c1	0.6	-1	-2	0	-8	-1.0	2	i	0
Cc1c(C(=O)Nc2cccnc2Cl)oc2ccccc12	-0.3	-3	-18	-1	24	-1.6	1	i	-4
O=C1CSC(=S)N1N=Cc1ccccc1O	-0.3	2	-39	1	20	0.6	-1	i	2
COc1ccccc1C(=O)NNC(=O)CCCN1C(=O)/C(=C/c2cccs2)SC1=S	-0.6	-15	-8	-4	-37	1.1	2	i	33
O=c1c2[nH]c3ccc(F)cc3c2ncn1CCCN1CCOCC1	-0.8	-6	-6	-8	-4	0.5	4	i	6
CN(CC(=O)Nc1cccc(F)c1)C(=O)c1cn(-c2ccccc2)nc1-c1ccc(F)cc1	0.0	31	-5	-1	4	-1.6	2	i	-4
Cc1cc2ccccc2n1CCNC(=O)Cc1cccc2ccccc12	-1.0	11	0	-5	11	0.9	2	i	-5
Cc1cc(C)n2nc(CC#N)c(C#N)c2n1	-0.1	-6	-7	-3	14	0.0	-1	i	-9
CC(=O)c1c(C)[nH]c(C(=O)OCn2nnc3ccccc3c2=O)c1C	0.9	0	0	-2	-11	-1.1	0	i	6
CN(C)c1ccc2c(c1)Sc1cc(N(C)C)ccc1N2C(=O)c1ccccc1	-0.3	24	-2	1	-14	-0.1	-6	i	6
O=C(c1ccc(OC2CCN(Cc3ccc(C(F)(F)F)cc3)CC2)cc1)N1CCCCC1	-0.1	12	4	1	3	-0.2	0	i	-5
CCOc1ccc(-c2[nH]ncc2-c2csc(C)n2)c(O)c1	-0.4	-15	5	-2	14	0.3	3	i	1
CCOc1ccc(S(=O)(=O)N(CC)CC(=O)NCc2cccnc2)cc1	-1.4	-3	3	-13	-3	0.2	4	i	5
c1ccc(CN2CCN(CCN3CCn4c3nc3ccccc34)CC2)cc1	0.3	0	3	-3	-2	-1.4	0	i	-1
COc1ccc(-c2nnc(SCC(=O)NC3CC3)o2)cc1	-0.2	-9	-7	-3	0	-0.8	2	i	-2
CN(C1CC(C)(C)N(O)C(C)(C)C1)S(=O)(=O)CC12CCC(CC1=O)C2(C)C (stereo not drawn)	-0.3	-5	-2	-1	7	-0.1	1	i	-4
CC(=O)NCCc1ccc(C(=O)COC(=O)c2ccco2)cc1	-0.1	-5	10	-2	-52	0.3	3	i	13
O=C(NCC(O)c1ccc2ccccc2c1)c1c(F)cccc1F (stereo not drawn)	0.3	-2	-1	-3	5	1.3	3	i	2
CCCNCC(O)Cn1c2ccccc2n2c(=O)cc(C)c(C#N)c12 (stereo not drawn)	-0.5	-2	-6	5	-13	2.6	4	i	-8
CCOC(=O)c1ccc(NS(=O)(=O)c2ccc3[nH]c(=O)[nH]c3c2)cc1	-1.1	-2	10	-11	29	0.3	5	i	4
O=C(CN1C(=O)CCS(=O)(=O)c2ccccc21)Nc1cccc(F)c1	0.0	-4	-13	0	4	1.8	2	i	3
COC(=O)c1ccc(C2/C(=C(\O)c3cccc(OC)c3)C(=O)C(=O)N2CCCN(C)C)cc1 (stereo not drawn)	-1.1	-6	7	-5	0	2.5	2	i	-9
O=C1CCCc2nc(N3CCc4ccccc43)ncc21	-0.2	11	2	-14	-7	1.8	0	i	0
COc1cc(C(=O)NC(CCSC)C(=O)OCC(=O)C(C)(C)C)cc(OC)c1OC (stereo not drawn)	-0.2	-5	1	-4	-7	0.5	1	i	5
O=C(Oc1cccnc1)c1ccco1	-0.1	0	0	-2	-3	0.8	-3	i	8

Among those listed so far, 2 contain two or more sulfur atoms:
SMILES	TbMetRS inhib	FAS-TE inh	E coli Lon inh	MsrA act	PABP1 MLLE inh	MsrA inhibitor	Rin1-Abl PPI inh	Neddyl block	CSN inh
O=C1CSC(=S)N1N=Cc1ccccc1O	-0.3	2	-39	1	20	0.6	-1	i	2
COc1ccccc1C(=O)NNC(=O)CCCN1C(=O)/C(=C/c2cccs2)SC1=S	-0.6	-15	-8	-4	-37	1.1	2	i	33

Reformatted in markdown: part of the list above
| mol | TbMetRS inhib | FAS-TE inh | E coli Lon inh | MsrA act | PABP1 MLLE inh | MsrA inhibitor | Rin1-Abl PPI inh | Neddyl block | CSN inh |
| --- | --- | --- | --- | --- | --- | --- | --- | --- | --- |
| COc1ccccc1C(=O)NNC(=O)CCCN1C(=O)/C(=C/c2cccs2)SC1=S | -0.6 | -15 | -8 | -4 | -37 | 1.1 | 2 | i | 33 |
| O=c1c2[nH]c3ccc(F)cc3c2ncn1CCCN1CCOCC1 | -0.8 | -6 | -6 | -8 | -4 | 0.5 | 4 | i | 6 |
| CN(CC(=O)Nc1cccc(F)c1)C(=O)c1cn(-c2ccccc2)nc1-c1ccc(F)cc1 | 0.0 | 31 | -5 | -1 | 4 | -1.6 | 2 | i | -4 |

Structures listed so far printed as active in MsrA inhibitor:
SMILES | TbMetRS inhib | E coli Lon inh | MsrA act | PABP1 MLLE inh | MsrA inhibitor | Rin1-Abl PPI inh | Neddyl block | CSN inh
COC(=O)COc1ccc(/C=C2/NC(=O)N(CC(=O)OC)C2=O)cc1 | -0.4 | 3 | -4 | 12 | 5.5* | -5 | i | 1
